ADAM17 inh – inhibits human ADAM17. P78536. recombinant ADAM17, EDANS/DABCYL FRET peptide cleavage. inhibition, % at 6.95 µM. hit rate 0.83% among 370,000. AID 720648;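 active means inhibition above the mean of compounds lying between control limits plus 3 SD, set per campaign, cut at about 8.5% in these data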;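 further: 0% = DMSO-only wells as the low control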
hcDAF12 agonist – activators of H. contortus DAF-12 nuclear receptor; hit rate 1.4% among 370,000; activation, % at 6.8 µM; HEK293 hcDAF-12 lit1-tk-luc reporter, luminescence; 0% DMSO, 100% Δ7-dafachronic acid;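 active means activation above the mean of all tested compounds plus 3 SD, cut at about 5.5% in these data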;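 further: 100% = response to 3 µM Δ7-dafachronic acid high control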
SMARCA2 act – activators of SMARCA2 function; AID 652017; hit rate 1% among 370,000; MG213 cells, MMTV-luciferase reporter, dexamethasone, overnight; activation, % at 9.1 µM; in the data active means activation above about 7.8%;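 further: 0% = vehicle wells and 100% = reference activator wells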
DAX1 inh-1 – DAX1 (NR0B1) inhibition, primary screen; HEK293T StAR-luciferase reporter, SF-1/DAX-1 repression relief; inhibition, % at 6.8 µM; hit rate 1.1% among 370,000; AID 652010;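 active means inhibition above the mean over all tested compounds plus 3 SD, cut at about 3.6% in these data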;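 further: 0% = DAX-1 cells with DMSO and 100% = cells lacking DAX-1 with DMSO; higher inhibition means more luminescence from relief of DAX-1 repression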
MBD2 inh – inhibitors of human MBD2 binding to methylated oligonucleotide | Q9UBB5 | TR-FRET | inhibition, % at 4.4 µM | hit rate 0.31% among 370,000 | AID 686964; in the data active means inhibition above about 13%
Target sequence (Q9UBB5 whole entry, looked up): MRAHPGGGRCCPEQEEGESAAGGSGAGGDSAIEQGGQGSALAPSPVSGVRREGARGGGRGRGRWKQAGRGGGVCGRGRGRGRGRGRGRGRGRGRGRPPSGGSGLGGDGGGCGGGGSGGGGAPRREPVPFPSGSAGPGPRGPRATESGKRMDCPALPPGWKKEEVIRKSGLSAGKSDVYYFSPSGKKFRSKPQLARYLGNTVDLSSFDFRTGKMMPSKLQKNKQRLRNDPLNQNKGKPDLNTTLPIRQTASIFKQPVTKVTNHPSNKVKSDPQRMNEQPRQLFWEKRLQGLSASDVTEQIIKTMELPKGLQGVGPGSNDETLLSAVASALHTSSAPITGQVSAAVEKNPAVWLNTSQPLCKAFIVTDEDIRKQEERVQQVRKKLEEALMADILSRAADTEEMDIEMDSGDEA
PLC-beta3 inh – inhibitors of human phospholipase C beta3; Purified PLC-beta3, fluorogenic substrate, fluorescence; hit rate 0.18% among 370,000; inhibition, % at 12.2 µM; AID 720704; Q01970; in the data active means inhibition above about 11%;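 further: 0% = median of compound wells on plate and 100% = full blocker control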
Rev-erbA mod – modulators of human Rev-erb alpha DNA binding; activity, % at 10 µM; Rev-erbα–FITC-DNA binding, fluorescence polarization, 90 min; P20393; hit rate 0.79% among 370,000; AID 1259318;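 active means activity above about 14%, limit read from the data; passing the limit was not always enough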;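 further: 0% = DMSO wells with 35 nM protein and 100% = DMSO wells with 750 nM protein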
Target sequence (P20393 whole entry, looked up): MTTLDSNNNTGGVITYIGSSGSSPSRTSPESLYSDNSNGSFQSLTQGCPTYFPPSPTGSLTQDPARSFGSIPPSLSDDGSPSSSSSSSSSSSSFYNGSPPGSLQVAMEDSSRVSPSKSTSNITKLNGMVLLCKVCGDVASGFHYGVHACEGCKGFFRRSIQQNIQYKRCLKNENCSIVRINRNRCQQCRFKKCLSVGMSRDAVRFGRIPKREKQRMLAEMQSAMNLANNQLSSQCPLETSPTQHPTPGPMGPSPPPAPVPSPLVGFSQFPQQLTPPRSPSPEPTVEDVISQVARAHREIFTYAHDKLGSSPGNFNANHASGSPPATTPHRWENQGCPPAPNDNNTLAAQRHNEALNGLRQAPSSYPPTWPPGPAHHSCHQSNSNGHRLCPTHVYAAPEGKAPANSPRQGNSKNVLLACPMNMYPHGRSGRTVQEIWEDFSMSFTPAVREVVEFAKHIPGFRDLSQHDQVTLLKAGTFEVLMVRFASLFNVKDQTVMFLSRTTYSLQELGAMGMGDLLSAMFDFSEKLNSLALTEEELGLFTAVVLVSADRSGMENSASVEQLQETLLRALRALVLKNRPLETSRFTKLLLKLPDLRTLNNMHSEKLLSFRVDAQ
ssDAF-12 act – activates DAF-12 receptor from parasite S. stercoralis; HEK293 ssDAF-12/GRIP1 lit1-tk-luc reporter, luminescence; % of 3 µM dafachronic acid response; activation, % at 6.8 µM; hit rate 1% among 370,000;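 active means activation above the mean over all tested compounds plus 3 SD, cut at about 0.9% in these data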;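 further: 0% = DMSO-only wells and 100% = 3 µM delta7-dafachronic acid wells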
DAX1 inh-2 – inhibits human nuclear receptor DAX1; P51843; HEK293 Gal4-DAX1 luciferase reporter, luminescence; inhibition, % at 6.75 µM; hit rate 0.99% among 340,000; AID 504766;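 active means inhibition above the mean over all tested compounds plus 3 SD, cut at about 4.2% in these data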;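 further: 0% = DAX1-transfected cells with DMSO and 100% = empty-vector control cells with DMSO; inhibition shows as a rise in luminescence from relieved DAX1 repression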
hgDAF-12 ag – hgDAF-12 agonism, primary luciferase screen; AID 687014; hit rate 1.8% among 370,000; HEK293 GAL4-hgDAF12 UAS-luciferase reporter, agonist luminescence; normalized to butyrate control; activation, % at 6.8 µM;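 active means activation above a cutoff set at the mean of all screened compounds plus 3 SD, cut at about 10% in these data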;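 further: 0% = DMSO wells and 100% = sodium butyrate wells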
PLCg1 inh – PLC-gamma1 (human) inhibition, primary screen | hit rate 0.84% among 370,000 | inhibition, % at 12.2 µM | purified PLC-gamma1, fluorogenic substrate, fluorescence | AID 720700 | P19174; in the data active means inhibition above about 9.5%
An asterisk follows results filed as active; i = inactive; . = not tested or not shown.

SMILES	ADAM17 inh	hcDAF12 agonist	SMARCA2 act	DAX1 inh-1	MBD2 inh	PLC-beta3 inh	Rev-erbA mod	ssDAF-12 act	DAX1 inh-2	hgDAF-12 ag	PLCg1 inh
COC(=O)c1cc2c(C)nn(C)c2s1	-3	-0.1	-1	0.3	3	-5	3	-1.0	1.6	-1.8	1
CC(=O)Nc1ccc(NC(=O)c2ccc(NS(=O)(=O)c3cc(C(C)(C)C)cc(C)c3C)cc2)cc1	-2	-0.2	1	0.1	-4	-1	-2	-0.9	-0.8	-0.9	-2
Cc1c(C)c2c(OCC(=O)Nc3cccnc3)cc3c(c2oc1=O)CCC(C)(C)O3	-22	-0.1	2	1.0	-4	-19	-18	-1.4	1.9	3.0	-15
Cc1cn(S(=O)(=O)c2ccccc2[N+](=O)[O-])cn1	-3	-0.9	0	0.5	-1	4	-4	-1.6	-0.6	-3.1	0
CN1CCN(c2nc3c(c(=O)[nH]c(=O)n3C)n2Cc2ccc([N+](=O)[O-])cc2)CC1	-5	-0.2	0	-0.4	4	-3	-3	-1.0	1.6	0.9	1
CCS(=O)(=O)c1ncc(Cl)c(C(=O)Nc2ccc(S(=O)(=O)N3CCCC(C)C3)cc2)n1 (stereo unspecified)	-4	-1.9	0	-0.1	1	-8	4	-1.2	-0.8	0.3	-1
Cc1cccc(N(C)S(=O)(=O)c2ccc3c(c2)CCC(=O)N3)c1	-3	0.1	-3	-0.3	7	-23	7	-1.6	2.1	1.9	-8
Cc1cc(C)c2c(C)c(C(=O)NCc3ccncc3)oc2c1	0	0.6	-6	-1.4	-2	-4	2	-1.5	0.4	-2.1	-2
CC(=O)c1cccc(-c2ccnc3c2CC(C(=O)Nc2ccc4c(c2)OCO4)O3)c1 (stereo unspecified)	1	-3.0	0	-3.9	1	4	-4	-1.3	.	-3.2	3
COc1ccc(-n2ncc3c(N4CCC(C(N)=O)CC4)ncnc32)cc1	-1	4.6	6	3.0	0	-18	-1	-0.1	3.0	14*	-15
O=[N+]([O-])c1ccc(N2CCN(S(=O)(=O)c3ccc(Cl)cc3)CC2)cc1NCc1cccnc1	-4	-1.0	-5	0.5	-4	2	5	-0.9	1.3	-1.5	-1
COC(=O)c1[nH]c(C)c(/C(O)=C2\C(=O)C(=O)N(CCN3CCOCC3)C2c2ccc(C)o2)c1C (stereo unspecified)	-5	1.8	-2	0.0	2	-11	-7	-1.2	0.4	1.7	-3
CCOC(=O)C1=C(C)NC(=O)NC1c1ccc(N2CCC(c3ccccc3)=N2)cc1 (stereo unspecified)	-80	0.0	3	-0.9	0	i	0	-2.1	-0.3	-0.3	-463
CC1(C)Cc2ccccc2-c2c1c(=O)n(Cc1ccccc1)c1nnnn21	-9	-0.6	2	-0.5	-3	-20	1	0.0	-0.1	-2.6	-12
CCOC(=O)/C(=C/c1ccc(OC(F)F)cc1)C1=Nn2c(nnc2-c2ccc(Cl)cc2)SC1	2	-2.3	-2	-2.8	2	0	1	-2.0	-1.3	-1.6	6
COc1ccccc1N1CCN(c2cc(=O)n(-c3ccccc3Cl)c(=O)[nH]2)CC1	-6	-0.6	-3	-0.7	-4	1	-1	-1.4	0.7	-2.5	-2
CS(=O)(=O)N(Cc1ccc(C(=O)NN=C2CCCCCC2)cc1)c1ccccc1	0	-0.9	-3	-0.3	0	-6	-3	-1.4	-1.4	2.4	-9
CNc1c(NC(=O)COc2ccc(Cl)cc2)c(=O)oc2ccccc12	-6	-2.1	7	-0.3	-1	-4	-9	-1.2	0.8	1.6	1
Cc1ccc(NCc2nnc(SCC(=O)c3ccccc3)o2)c(C)c1	-1	-2.6	-2	0.2	-1	-4	-4	-0.8	-1.3	1.8	1
COc1ccc(CCN2C(=NC(=O)CCC(=O)O)SC3CS(=O)(=O)CC32)cc1OC (stereo unspecified)	-3	-0.1	3	0.1	-7	2	-6	-0.8	-0.3	0.4	0
Cc1ccc(OCc2nnc(SCC(=O)Nc3ccc4c(c3)OCO4)n2Cc2ccco2)cc1	4	-2.5	-4	-2.0	-6	2	-3	-1.0	.	1.5	0
CCOC(=O)c1[nH]c(COC(=O)CCOc2ccccc2OC)c(C(=O)OCC)c1C	0	-0.9	-5	-0.1	3	7	0	-1.0	-0.9	0.8	1
CCOC(=O)C1CCCN(CC(=O)c2c[nH]c3ccc(C)cc23)C1 (stereo unspecified)	-5	1.8	-5	-0.2	2	-15	1	1.3*	.	1.5	-4
CCCCC(c1nnnn1Cc1ccco1)N1CCN(C(=O)c2ccco2)CC1 (stereo unspecified)	-2	-1.0	0	-0.4	2	3	0	-0.8	0.7	0.2	0
COc1ccc(Cc2nnc(NC(=O)c3c(-c4ccccc4)noc3C)s2)cc1	-2	-0.7	-5	-0.7	6	-5	-5	-0.8	-0.5	-1.0	-1
Cc1ccc(/C=N/NC(=O)NC2CCCCC2)o1	-3	-0.2	-2	1.4	-3	1	-8	-0.7	1.5	5.0	7
Cc1ccnc(SCCn2c(N3CC(C)CC(C)C3)nc3c2c(=O)n(C)c(=O)n3C)n1 (stereo unspecified)	-4	-0.2	4	-0.3	-5	1	-1	-1.1	1.2	2.6	3
CCS(=O)(=O)c1ccc2oc(Nc3ccc(OC)c(OC)c3)nc2c1	-3	-1.7	-2	-0.3	0	-6	-2	-1.4	-0.7	-2.7	2
COc1ccc(NC(=O)CSc2nnc(C3CC3)n2C)cc1	-2	-0.8	-2	0.6	1	-3	-1	-0.7	-0.2	-3.4	-1
COc1ccc(CN(C)C(=O)C2CCN(S(=O)(=O)c3cccs3)CC2)cc1F	-4	-2.7	-4	0.2	2	-4	0	-1.0	0.2	-0.5	5
CNc1ccc(S(=O)(=O)NCC(=O)NCCCc2ccccc2)cc1[N+](=O)[O-]	-3	-1.2	0	0.8	-4	-7	5	-1.2	-0.1	-0.1	1
N#C/C(=C\c1ccncc1)c1ccc(NC(N)=O)cc1	-13	-0.7	2	0.4	-7	i	10	-0.5	-1.3	1.0	-419
CCC(CC)c1nc(NCCC(=O)O)c2ccccc2n1	-1	-1.3	-2	-0.1	-2	1	3	-1.6	1.6	-1.6	1
O=S1(=O)CC2N=C(N(Cc3ccc(F)cc3Cl)c3ccccc3F)SC2C1 (stereo unspecified)	4	-2.5	-3	0.5	5	-1	4	-0.6	0.0	0.1	0
CN(C)c1nnnn1-c1ccc(OC(F)(F)F)cc1	-5	-1.8	0	-0.3	0	0	4	-1.4	0.1	-0.8	-1
CCC(=O)c1ccc(OCC(=O)Nc2ccc(S(=O)(=O)Nc3cc(C)nc(C)n3)cc2)cc1	-1	-0.9	4	-0.1	-1	7	-4	-1.0	1.7	-1.6	1
COC[C@@H](O)[C@H]1OCc2cccc(OC)c2[C@@H]1/C=C/c1ccccc1	1	-2.3	-3	0.4	1	2	5	-1.6	.	-3.0	6
CCOc1ccc(OCC(=O)N2CCOCC2)cc1	-7	1.5	-2	0.0	6	0	2	-1.0	1.1	2.5	-3
O=C(Nc1ccccc1)Nc1ccccc1	0	1.1	4	2.6	1	5	-1	-0.8	2.6	12*	4
Cc1cccc(C2c3[nH]c4ccccc4c3CCN2C(=O)c2cc(C(C)C)nc(N)n2)n1 (stereo unspecified)	2	3.6	-2	-0.5	-1	0	-5	-0.9	0.1	5.7	-2
ON=C1c2ccccc2-c2ccc(F)cc21	0	4.4	-4	1.0	-1	-11	7	0.0	0.6	5.0	-4
C[C@H](CCC(=O)O)[C@H]1CC[C@H]2[C@@H]3CC[C@@H]4C[C@H](O)CC[C@]4(C)[C@H]3CC[C@]12C	2	0.3	2	1.4	2	5	-5	-0.8	-0.2	-2.4	2
CC1CCCCN1CCNC(=O)C1CCN(S(=O)(=O)N2CCCCC2)CC1 (stereo unspecified)	-2	0.4	2	-0.5	-1	1	-2	-0.1	1.4	2.3	-1
Cc1ccc2c(c1)C(=O)CCCCC(=O)N2	-9	-1.7	-2	-0.2	0	-19	3	-0.8	0.0	-4.4	-3
Cc1cc2c(OCC(O)CN3CCCC3)cccc2[nH]1 (stereo unspecified)	-1	-0.9	4	-0.5	-3	-1	2	-1.1	0.3	0.1	-4

In the list so far, five have fluorine:
SMILES	ADAM17 inh	hcDAF12 agonist	SMARCA2 act	DAX1 inh-1	MBD2 inh	PLC-beta3 inh	Rev-erbA mod	ssDAF-12 act	DAX1 inh-2	hgDAF-12 ag	PLCg1 inh
CCOC(=O)/C(=C/c1ccc(OC(F)F)cc1)C1=Nn2c(nnc2-c2ccc(Cl)cc2)SC1	2	-2.3	-2	-2.8	2	0	1	-2.0	-1.3	-1.6	6
COc1ccc(CN(C)C(=O)C2CCN(S(=O)(=O)c3cccs3)CC2)cc1F	-4	-2.7	-4	0.2	2	-4	0	-1.0	0.2	-0.5	5
O=S1(=O)CC2N=C(N(Cc3ccc(F)cc3Cl)c3ccccc3F)SC2C1 (stereo unspecified)	4	-2.5	-3	0.5	5	-1	4	-0.6	0.0	0.1	0
CN(C)c1nnnn1-c1ccc(OC(F)(F)F)cc1	-5	-1.8	0	-0.3	0	0	4	-1.4	0.1	-0.8	-1
ON=C1c2ccccc2-c2ccc(F)cc21	0	4.4	-4	1.0	-1	-11	7	0.0	0.6	5.0	-4

(further entries)
SMILES	ADAM17 inh	hcDAF12 agonist	SMARCA2 act	DAX1 inh-1	MBD2 inh	PLC-beta3 inh	Rev-erbA mod	ssDAF-12 act	DAX1 inh-2	hgDAF-12 ag	PLCg1 inh
CC1=CC(C)(C)N(S(=O)(=O)c2ccc(C)cc2)c2cc(C)ccc21	-2	0.1	-1	2.6	4	-2	4	0.7	-0.6	-3.5	4
CC(NS(=O)(=O)c1ccc(Cl)c(Cl)c1)C(=O)Nc1cccnc1 (stereo unspecified)	2	0.1	-1	1.5	-2	-6	2	-1.5	1.1	-0.1	4
O=C(CCc1ccccc1)n1nc(-c2ccccc2)nc1NCc1ccco1	-5	0.7	-2	-0.2	4	-3	-1	-1.7	0.8	0.8	4
COc1ccc(S(=O)(=O)Nc2cccc3c2O[C@H](CN(C)C(=O)NC(C)C)[C@@H](C)CN([C@H](C)CO)C3=O)cc1	0	-0.7	-1	0.5	-5	1	1	-0.6	-1.2	-0.1	-1
COC(=O)c1ccc(NC(=O)C(=O)N2CCN(C(=S)Nc3ccc(C)cc3)CC2)cc1	0	0.2	-1	-0.6	0	4	-3	-1.8	-0.3	-1.9	5
O=C(Nc1ccccc1Cl)c1cc(C2CCCN(C(=O)C3CCCCC3)C2)on1 (stereo unspecified)	1	-0.9	-1	-1.1	4	4	-6	-1.2	.	-0.8	1

Entries of single compounds as entered above. Values in the order: ADAM17 inh | hcDAF12 agonist | SMARCA2 act | DAX1 inh-1 | MBD2 inh | PLC-beta3 inh | Rev-erbA mod | ssDAF-12 act | DAX1 inh-2 | hgDAF-12 ag | PLCg1 inh
`CC1=CC(C)(C)N(S(=O)(=O)c2ccc(C)cc2)c2cc(C)ccc21` is listed as -2 | 0.1 | -1 | 2.6 | 4 | -2 | 4 | 0.7 | -0.6 | -3.5 | 4
`CC(NS(=O)(=O)c1ccc(Cl)c(Cl)c1)C(=O)Nc1cccnc1` (stereo unspecified) is listed as 2 | 0.1 | -1 | 1.5 | -2 | -6 | 2 | -1.5 | 1.1 | -0.1 | 4

Rows are unselected; 7.4% or so of the library scored in one or more.
